Screens: PubChem BioAssay, several laboratories
CYP2C19 activ: activators of human cytochrome P450 2C19; P33261; recombinant CYP2C19, luciferin-H EGE luminescence; stronger effect = higher value; 0 = fully inhibited enzyme, 1 = untreated enzyme; activation factor at 5 µM; 96,000 tested, under 10 active;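 active = activation factor of at least 2 at 5 µM in the primary screen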;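 note: 0 = wells with 2.5 mM tranylcypromine and 1 = vehicle-only wells; values of inactives mirror those of a sister screen read the other way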
Target sequence (P33261 whole entry, looked up): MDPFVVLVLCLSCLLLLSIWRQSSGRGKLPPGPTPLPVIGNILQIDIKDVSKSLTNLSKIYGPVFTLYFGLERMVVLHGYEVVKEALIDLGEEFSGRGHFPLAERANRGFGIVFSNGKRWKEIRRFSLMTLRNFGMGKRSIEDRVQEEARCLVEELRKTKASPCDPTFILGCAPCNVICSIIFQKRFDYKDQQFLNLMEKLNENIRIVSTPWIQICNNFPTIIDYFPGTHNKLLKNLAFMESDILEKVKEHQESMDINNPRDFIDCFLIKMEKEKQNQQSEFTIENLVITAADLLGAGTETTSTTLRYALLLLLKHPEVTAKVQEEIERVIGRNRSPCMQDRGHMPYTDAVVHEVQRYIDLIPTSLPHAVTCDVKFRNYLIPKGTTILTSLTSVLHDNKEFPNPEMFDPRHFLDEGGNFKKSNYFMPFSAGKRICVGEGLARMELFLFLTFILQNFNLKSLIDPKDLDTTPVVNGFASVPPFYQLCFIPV
DAT uptake mod: changed human dopamine transporter uptake under cocaine IC80. LLC-PK1 hDAT cells, [14C]-dopamine uptake with cocaine IC80; actives deviate in either direction. hit rate 1.3% among 110,000. B-score at 10 µM. Q01959;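 active = Z score or B-score, a plate-position-corrected score, falls beyond the plate's 99.7% confidence bounds, in either direction; inactive = both scores lie inside the 99.7% bounds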;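 note: scored against the spread of the other compound wells on the same plate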
PostGolgi ctrl: growth of the yeast control strain, post-Golgi counter-screen. inhibition, % at 10 µM. efflux-deficient yeast background strain, growth absorbance A615, 16 h. hit rate 5% among 98,000. AID 738
CYP2C19 inh: inhibitors of human CYP2C19; hit rate 21% among 96,000; CYP2C19 Supersomes, luciferin-H EGE luminescence, 30 min; P33261; AID 778; inhibition, % at 5 µM;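 active = CYP2C19 inhibition above a set limit at 5 µM in the primary screen, cut at about 50% in these data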;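 note: plate controls were negative control wells for no effect and 2.5 mM tranylcypromine positive control for full effect; values of inactives mirror those of a sister screen read the other way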
sEH act: activators of human soluble epoxide hydrolase; activation, % at 2 µM; hit rate 0.04% among 91,000; AID 717; P34913; purified human sEH enzymatic activity, activator screen; in the data active = activation above about 37%; note: values of inactives mirror those of a sister screen read the other way
S1P2 blocker: blocks the human S1P2 receptor; AID 736; inhibition, % at 5 µM; cell-based S1P2 antagonist assay, inhibition at 5 uM; O95136; hit rate 0.21% among 97,000; in the data active = inhibition above about 45%;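 note: CRE beta-lactamase reporter cells expressing human S1P2 stimulated with S1P; 0% = agonist at EC80 alone and 100% = agonist plus reference antagonist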
Target sequence (O95136 whole entry, looked up): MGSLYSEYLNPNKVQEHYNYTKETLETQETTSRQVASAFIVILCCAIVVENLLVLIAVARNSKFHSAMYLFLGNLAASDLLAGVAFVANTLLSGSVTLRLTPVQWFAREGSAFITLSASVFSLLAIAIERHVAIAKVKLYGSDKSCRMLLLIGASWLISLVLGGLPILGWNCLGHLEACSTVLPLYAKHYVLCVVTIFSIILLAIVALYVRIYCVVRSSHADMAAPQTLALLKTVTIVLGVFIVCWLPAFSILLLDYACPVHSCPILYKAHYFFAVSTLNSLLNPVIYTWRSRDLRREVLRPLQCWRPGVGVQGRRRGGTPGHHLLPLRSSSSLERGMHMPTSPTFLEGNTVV
PostGolgi yeast: growth inhibition of a yeast mutant, post-Golgi transport screen | post-Golgi transport phenotypic cell assay | inhibition, % at 10 µM | hit rate 0.9% among 98,000;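 note: yeast cells grown in 1536-well plates; yeast grown about 18 h at 30C before absorbance read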
S1P2 ag: agonists of human S1P2 receptor. S1P2-expressing cell line, agonist reporter read-out. activation, % at 4.5 µM. hit rate 0.46% among 97,000; in the data active = activation above about 16%;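 note: 0% = vehicle low control and 100% = maximal reference agonist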
sEH inhibitor: blocks human soluble epoxide hydrolase activity. recombinant human sEH enzymatic activity assay. inhibition, % at 2 µM. P34913. hit rate 0.34% among 91,000. AID 707; in the data active = inhibition above about 80%; note: values of inactives mirror those of a sister screen read the other way; many of its hits are not listed in these tables
The depositor's hits bear a star; · = not tested or not shown. Cut-off read from the data, not from the text of the source, unless noted: active = inhibition above about 30%; inactive = the rest.

Compound	CYP2C19 activ	DAT uptake mod	PostGolgi ctrl	CYP2C19 inh	sEH act	S1P2 blocker	PostGolgi yeast	S1P2 ag	sEH inhibitor
Cn1c(=O)oc2cc(S(=O)(=O)N3CCCC(C(=O)NCc4ccc5c(c4)OCO5)C3)ccc21 (centres undefined)	0.9	-0.929	-7.9	7.5	-12.0	20.3	-9.3	-0.7	9.7
CC(C)Oc1cc(O)c2c(=O)c(-c3ccc(O)cc3)coc2c1	1.1	0.0784	18.4	-9.0	·	·	0.4	·	·
COc1ccc(N(C(=O)c2ccco2)S(=O)(=O)c2ccccc2)cc1	0.1	-1.41	1.3	87.0*	-7.7	-21.3	6.5	-4.2	5.5
CCCn1c(SCC(=O)NCCc2ccccc2)nnc1-c1cccnc1	1	-0.00126	-0.3	4.2	-1.7	23.1	2.0	-6.3	3.3
O=C(c1ccc2nc(N3CCOCC3)sc2c1)N1CCN(C(=O)c2ccco2)CC1	0.9	0.705	17.1	5.2	12.3	-0.1	3.4	-5.8	-14.1
CN(C)c1ccc(C2N(c3ccc(F)cc3)C(=O)C3CCCN32)cc1 (centres undefined)	0.6	0.293	-3.9	35.7	0.6	-4.8	-2.7	-10.9	3.0
CCN1CCN(C(=O)CN(c2ccccc2C)S(C)(=O)=O)CC1	0.9	-1.08	11.5	5.6	·	25.9	-3.2	-8.5	·
COc1ccc(CN(C(=O)c2cc3ccccc3oc2=O)C2CCCCC2)cc1OC	·	1.39	·	·	6.0	-33.6	·	-3.3	-2.9
CCCCC(=O)Nc1nnc(SCC(=O)NC2CCCC2)s1	1	0.696	0.6	3.9	-6.2	5.3	3.0	-2.7	7.8
Cc1ccc(SCCC(=O)Nc2c(C)n(C)n(-c3ccccc3)c2=O)cc1	1.1	-1.12	1.4	-6.3	-8.4	10.9	-2.6	-1.7	8.5
O=C1OC(N2CCN(C(=O)C3CCCO3)CC2)c2ccccc21 (centres undefined)	1.1	-0.4	-1.9	-11.7	-1.7	3.5	8.4	0.3	-0.5
CCCS(=O)(=O)N1CCC(C(=O)NC2CCCC(C)C2C)CC1 (centres undefined)	0.6	-0.725	-7.2	35.5	-58.5	-4.3	-0.3	-1.6	59.5
Cc1ccc(CNC(=O)c2ccc(NC(=O)CCS(=O)(=O)c3cccs3)cc2)cc1	1	0.405	8.2	-3.0	-10.8	9.0	-4.6	-6.3	8.8
COc1ccc(C)cc1NS(=O)(=O)c1ccc(Br)s1	0	0.511	28.3	97.9*	-1.6	1.5	-3.6	-2.2	3.5
O=C(/C=C/c1ccc(Br)o1)OCc1ccccc1	0.6	-0.037	4.8	37.2	-2.5	-7.7	13.2	-1.8	1.6

Only PostGolgi yeast, PostGolgi ctrl and CYP2C19 activ, for 5 of the compounds above:
structure	PostGolgi yeast	PostGolgi ctrl	CYP2C19 activ
COc1ccc(C)cc1NS(=O)(=O)c1ccc(Br)s1	-3.6	28.3	0
O=C1OC(N2CCN(C(=O)C3CCCO3)CC2)c2ccccc21 (centres undefined)	8.4	-1.9	1.1
CCCS(=O)(=O)N1CCC(C(=O)NC2CCCC(C)C2C)CC1 (centres undefined)	-0.3	-7.2	0.6
COc1ccc(N(C(=O)c2ccco2)S(=O)(=O)c2ccccc2)cc1	6.5	1.3	0.1
Cc1ccc(SCCC(=O)Nc2c(C)n(C)n(-c3ccccc3)c2=O)cc1	-2.6	1.4	1.1

Back to the main list, repeating the 2 entries before the break.
Compound	CYP2C19 activ	DAT uptake mod	PostGolgi ctrl	CYP2C19 inh	sEH act	S1P2 blocker	PostGolgi yeast	S1P2 ag	sEH inhibitor
COc1ccc(C)cc1NS(=O)(=O)c1ccc(Br)s1	0	0.511	28.3	97.9*	-1.6	1.5	-3.6	-2.2	3.5
O=C(/C=C/c1ccc(Br)o1)OCc1ccccc1	0.6	-0.037	4.8	37.2	-2.5	-7.7	13.2	-1.8	1.6
Cc1cccc(C)c1-n1c(C)cc(/C=C2\C(=O)NN(c3ccccc3)C2=O)c1C	0.6	1.27	20.6	36.4	0.2	13.5	-1.2	-10.1	0.6
O=C(NCc1ccccc1)C12CN(Cc3ccccc3)CC1C(c1ccc([N+](=O)[O-])cc1)=NO2 (centres undefined)	0.6	-0.363	9.0	37.8	-3.7	4.2	6.2	-8.4	4.4
CCCn1nc(NC(=O)c2ccncc2)c2cc3ccccc3nc21	0.1	0.665	12.1	92.6*	2.8	-41.1	15.3	6.6	-3.8
Cc1ccc(NC(=S)N/C(=N/S(=O)(=O)c2ccccc2)c2ccccc2)cc1	0.8	-0.482	4.6	19.7	-2.7	-29.2	13.5	-3.5	4.0
Cc1ccc(NC(=S)c2nc3ccccc3[nH]2)cc1	0.1	1.41	51.1*	89.1*	5.7	-12.1	2.3	1.2	-1.4
Cc1noc(C)c1C(=O)OCC(=O)NCCc1ccc(Cl)cc1	0.7	1.77	11.8	33.4	4.1	7.0	1.3	-1.2	-5.5
O=S(=O)(Nc1ccc(O)c(Sc2nc3ccccc3s2)c1)c1ccc(Cl)cc1	1	·	28.0	-0.6	7.3	12.3	36.6*	-10.0	-5.2
O=C1OCCC1Sc1nc2cc(Cl)ccc2n1Cc1ccccc1 (centres undefined)	0.4	-0.404	20.3	59.4*	5.3	-4.9	2.8	-5.9	-3.9
O=C(NC1CCCCC1)C(c1ccccc1)N1CCOCC1 (centres undefined)	1	-0.274	20.8	-2.0	2.8	-4.1	-9.9	-1.1	-0.9
COc1cccc(-c2cc(C(F)(F)F)n3ncc(C(=O)O)c3n2)c1	0.8	0.119	2.1	20.2	0.0	11.0	10.6	0.8	-2.0
O=C1NN(c2ccc(F)c(Cl)c2)C(=O)/C1=C\c1cccc(OC(=O)c2cccs2)c1	1.2	-0.693	2.7	-16.7	-4.8	-0.3	-3.8	-2.1	5.3
CS(=O)(=O)c1ccc(Cl)c(C(=O)O)c1	1	-0.477	1.0	1.3	6.8	1.6	-10.5	-1.9	-6.2
CCCc1[nH]n(-c2ccc([N+](=O)[O-])cc2)c(=O)c1C=NCCc1c[nH]c2ccccc12	1.2	0.337	1.8	-17.7	-11.8	-18.6	-4.8	-4.3	11.8
CCOc1ccc(C2C=C(c3ccccc3)Nc3ncnn32)cc1 (centres undefined)	1	0.45	-0.1	3.5	6.4	28.4	11.5	-9.5	-3.0
c1ccc(CNc2nc(N3CCOCC3)nc(N3CCOCC3)n2)cc1	·	0.532	·	·	-3.3	-5.8	·	-4.7	8.0
CCN(CC)c1ccc(NC(=O)/C=C\c2ccccc2Cl)cc1	0.3	0.217	4.2	71.2*	-21.5	4.5	6.5	-3.4	21.6
CC(C)c1ccc(Nc2ncccc2C#N)cc1	0.8	-0.00431	7.5	22.2	-4.8	-9.2	2.8	-6.0	7.2
CC(C)(C)c1n[nH]c(=S)n(N)c1=O	1.1	-0.841	7.3	-9.7	·	3.0	-23.6	-5.7	·
COc1ccc(-c2cc3nc(C4CCN(C(=O)OC(C)(C)C)CC4)c(C(=O)O)cn3n2)cc1	1.1	2.16	-5.8	-5.0	-9.5	0.4	-17.1	-2.9	9.3
CC(=O)Nc1ccc(S(=O)(=O)/N=C2\SCCN2S(=O)(=O)c2ccc(NC(C)=O)cc2)cc1	·	·	-6.7	·	-0.7	2.5	11.6	-7.3	-1.0
CCOC(=O)N1CCN(C(=O)CSCC(=O)Nc2nc(-c3ccc(-c4ccccc4)cc3)cs2)CC1	0.7	-0.277	27.4	34.4	2.3	86.8*	5.8	-6.1	-0.6
Cc1cc(/C=C(\C#N)C(=O)NCc2ccco2)c(C)[nH]1	·	0.588	·	·	3.4	-15.0	·	-3.3	0.2
Cc1nn(CC(O)c2ccccc2)c(C)c1Br (centres undefined)	0.6	-0.31	9.8	42.2	16.9	-8.1	1.9	-3.3	-14.2
CN1CCN(CCCNC(=O)CCCOc2cc(=O)n(C)c3ccccc23)CC1	1	-0.845	29.1	3.3	4.3	20.7	2.4	0.2	-5.2
CC1(C(=O)N(c2ccccc2)C(C(=O)NC2CCCC2)c2ccccn2)CC(=O)N=C2C=CC=CN21 (centres undefined)	1.3	-0.89	0.8	-26.9	-5.4	7.2	1.1	-5.9	3.0
Cc1cc(C)c(S(=O)(=O)N2CCCCC2)c(C)c1-n1ncnn1	0.3	·	7.5	69.3*	3.6	13.4	-5.1	-4.1	-1.0
O=S(=O)(c1cc(Cl)ccc1Cl)N1CCCC1	0.4	-0.319	0.2	55.9*	-0.6	5.1	3.1	-1.8	0.7
CN(CC(=O)N1CCc2[nH]c3ccc(F)cc3c2C1)CC1OCCO1	0.6	0.0335	1.2	37.2	7.4	-3.0	-0.3	-3.1	-4.4
Cc1cccc(OCCCc2c(C)n[nH]c2C)c1	0.1	-0.0233	-3.4	92.5*	·	·	3.2	·	·
O=C(C1=C(O)C(=O)N(CC2CCCO2)C1c1cccnc1)c1ccco1 (centres undefined)	1	-0.783	6.2	0.7	·	11.2	2.8	-7.8	·
CC(C)C(c1nnnn1C1CCCCC1)N1CCc2ccccc2C1 (centres undefined)	1	-0.308	8.2	4.7	15.3	13.7	-13.1	-3.7	-14.1
O=C(c1cccc(F)c1)N1CCN(c2cc(N3CCCCC3)c(F)cc2[N+](=O)[O-])CC1	0.1	0.0925	52.2*	90.8*	5.5	10.2	-11.7	-6.5	-6.6
CCCCn1c(N)c(N(CCC(C)C)C(=O)CSc2nnc3ccccn23)c(=O)[nH]c1=O	1	0.367	7.1	-2.2	·	4.8	3.4	-4.6	·
Cc1cc(NC(=O)CN2CCN(c3ccccc3O)CC2)no1	0.7	0.88	15.1	27.4	-7.4	7.0	-2.8	0.5	7.3
O=C1CN(C(=O)COC(=O)COc2ccc3c(c2)CCC3)c2ccccc2N1	1	-1.38	2.6	4.2	6.7	2.4	15.2	-7.5	-8.7
Cc1nn(Cc2ccc(C(=O)Nc3ccc(Br)c4cccnc34)o2)c(C)c1Br	·	·	·	·	11.7	-18.1	·	-6.4	-6.3
Cc1ccc2nc(NC(=O)c3ccc(Cl)s3)sc2c1	1	0.209	2.4	3.9	·	9.8	-5.8	-2.9	·
O=C(CCN1CCN(c2ccccc2F)CC1)Nc1ccc2c(c1)OCO2	0.3	0.486	1.8	70.8*	·	·	1.3	·	·
C=CCOc1ccc(CNc2nn[nH]n2)cc1OC	0.2	·	20.8	81.0*	3.0	-4.8	-1.1	0.1	-1.7
COc1ccc(C(=O)NCc2cccnc2)cc1Br	0.7	-0.0896	4.8	27.7	0.9	-35.6	-7.8	-1.4	-0.6
O=C(Nc1cccc(F)c1)/C(=C\c1ccco1)NC(=O)c1cccs1	0.9	-0.542	-3.0	7.1	7.4	6.9	-7.0	-6.0	-4.9
O=C(NCCCn1ccnc1)c1cnn2c1NC(c1ccccc1)CC2C(F)(F)F (centres undefined)	0.2	0.159	0.5	84.9*	26.1	-7.1	5.7	-0.7	-23.1
Oc1cccc(/C=N/c2c(-c3ccco3)nc3ccccn23)c1	0.8	0.00538	3.1	16.8	·	1.6	-1.8	-4.7	·
CC(C)OCCCNC(=O)c1cc2c(s1)CS(=O)(=O)C2	0.9	0.189	-2.8	6.7	-7.5	-18.4	-1.4	-2.7	5.8
CCCOc1ccc(CNC(=O)Cn2c(=O)oc3ccccc32)cc1	0.8	-0.108	4.4	22.4	-66.6	8.7	6.8	-0.5	67.2
CN(C)c1ccc(C=Nc2ccccc2)cc1	1	-0.974	8.9	-0.3	-0.4	-9.7	-11.5	-4.8	3.1
COC(=O)c1cccc(-n2nnnc2SCC(=O)Nc2nc3c(s2)CCCC3)c1	0.5	1.35	28.1	53.2*	·	12.5	0.6	-3.6	·
Cc1ccc(C(=O)Nc2nc(=O)n(C(=O)C3CC3)s2)cc1	1.1	0.286	9.2	-6.1	4.9	20.7	7.2	-6.2	-3.0
